Compound activity (PubChem)
aDG glyco up: activators of alpha-DG glycosylation, primary screen, uHTS, Pro5-aDG cells, AlphaScreen; AID 624168, 2012; activation, % at 10 µM; alpha-DG glycosylation AlphaScreen (IIH6); 0% Pro5, 100% B10-LARGE cell signal; 0.22% of 360,000 active;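 active = activation of at least 8% versus controls, or a plate z-score of at least 8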;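 note: Pro5 are CHO cells carrying HIG-tagged alpha-DG that lacks glycosylation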
N-glyco inh: increase of ERlucT glycosylation luciferase signal, primary screen, N-linked glycosylation inhibitor project, D54 ERlucT cells, luminescence, set 2; reporter increase, % at 12.5 µM; 0.23% of 360,000 active; AID 588692, 2011; D54 ERlucT glycosylation luciferase reporter, 24 h; percent of 100 nM tunicamycin response;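 active = mean luciferase reporter signal, scaled so untreated is 0 and the glycosylation-blocking control 100, at or above a set limit in every replicate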;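 note: luciferase carries N-glycosylation sites so blocking glycosylation raises the light; 0% = median of neutral control wells and 100% = median of 100 nM tunicamycin wells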
TLR9-MyD88 inh: inhibitors of TLR9-MyD88 association in cells, primary screen, cell-based, CHO, BLA complementation, fluorescence. Toll-like receptor 9 (Homo sapiens) + Myeloid differentiation primary response protein …. CCF4 FRET ratio. inhibition, % at 4.98 µM. 0.21% of 340,000 active. AID 504734, 2011;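 active = inhibition above the mean over all tested compounds plus 3 SD, cut at about 21% in these data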;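 note: 0% = DMSO only wells and 100% = clavulanate BLA inhibitor control wells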
ABCB6 inh MLPCN: ABCB6 transporter inhibitors, primary screen, K562-ABCB6 cells, flow cytometry, MLPCN library; ATP-binding cassette sub-family B member 6 (Homo sapiens), Q9NP58; K562-ABCB6 porphyrin accumulation, 1 h; active compounds read low; fluorescence ratio to DMSO, % at 10 µM; 0.19% of 360,000 active; AID 602162, 2011;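 active = fluorescence ratio to DMSO below 75%, the collection mean minus 3 SD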;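 note: signal is porphyrin accumulated inside mitochondria; 100% equals median channel fluorescence of DMSO control wells; lower ratio means ABCB6 inhibition with less porphyrin fluorescence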
Exocytosis inh: LAMP-1 surface exposure blockers, TALL-104 cells – cell-based, flow cytometry, MLPCN library, primary screen; TALL-104 LAMP-1 surface exposure; cells stimulated with thapsigargin and PMA; inhibition, % at 10 µM; 0.66% of 360,000 active;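 active = inhibition above about 55%, limit read from the data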
NOD2-RIPK2 inh: NOD2-RIPK2 binding disruptors in cells, primary screen, fluorescence, CHO cells, BLA complementation. Receptor-interacting serine/threonine-protein kinase 2 (Homo sapiens), O43353. CCF4 ratio. inhibition, % at 4.98 µM. 0.38% of 360,000 active. AID 624267, 2012; in the data active = inhibition above about 21%;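 note: 0% = vehicle only and 100% = reference blocker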
ABHD5-PLIN5 inh: ABHD5-PLIN5 interaction inhibitors, primary screen, cell lysate, split luciferase complementation, luminescence | Perilipin-5 (Homo sapiens) + 1-acylglycerol-3-phosphate O-acyltransferase ABHD5 (Homo … | Split G. princeps luciferase complementation, 4 h | inhibition, % at 4 µM | 0.78% of 360,000 active;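 active = inhibition above the mean inhibition across every tested compound plus 3 SD, cut at about 22% in these data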;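 note: 0% = DMSO only wells and the 100% control is not disclosed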
MC4R antag cAMP: MC4R antagonists of cAMP signaling, primary screen, cell-based, TR-FRET, antagonist arm of biased-ligand search | inhibition, % at 6.5 µM | 0.48% of 360,000 active | Melanocortin receptor 4 (Homo sapiens), P32245 | MC4R-expressing cells, MTII-stimulated cAMP, LANCE TR-FRET | AID 540295, 2011;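 active = inhibition above its plate's cutoff, the mean of tested wells on that plate plus 3 SD, cut at about 29% in these data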;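 note: 0% = Melanotan II alone and 100% = Melanotan II plus saturating MCL0020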
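Test system: U2OS cells stably expressing human melanocortin 4 receptor (MC4R); also added: Melanotan II challenge; compound: 6.5 µM single dose; timing: 30-min compound preincubation, 1-h Melanotan II challenge, 1-h detection, room temperature; signal: Eu-cAMP/anti-cAMP TR-FRET, emission 671 nm; repeats: one well per compound, no replicates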
MC4R ag barr: MC4R agonists recruiting beta-arrestin, primary screen, cell-based, luminescence, agonist arm of biased-ligand search; Melanocortin receptor 4 (Homo sapiens), P32245; U2OS MC4R beta-arrestin complementation; percent of melanotan II response, DMSO zero; activation, % at 8.9 µM; 0.98% of 360,000 active; AID 540308, 2011;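 active = activation above a per-plate cutoff, the mean activation of sample wells on that plate plus 3 SD, cut at about 8% in these data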
Vif inh: HIV Vif self-association inhibitors, primary screen, imaging, HEK293T, single point | inhibition, % at 7.49 µM | 0.35% of 340,000 active | HEK293T cells, Vif self-association by quenched fluorescence, 24 h | AID 602346, 2012; in the data active = inhibition above about 50%, passing the limit was not always enough; note: some results filed as inactive read as strong as hits
* hit, by the source's call; / = not tested or not shown.

SMILES	aDG glyco up	N-glyco inh	TLR9-MyD88 inh	ABCB6 inh MLPCN	Exocytosis inh	NOD2-RIPK2 inh	ABHD5-PLIN5 inh	MC4R antag cAMP	MC4R ag barr	Vif inh
CC1=CC2=NC(=O)/C(=C\c3cccn3CCOc3cc(C)cc(C)c3)C(=N)N2O1	0.0	-2	-5	97	3	-5	-5	4	-3.2	-3
CCCCN1C(=O)C(CC(=O)NCC)SC1=Nc1ccccc1 (configuration not stated)	-0.1	-1	1	92	3	2	0	7	0.8	/
CNC(=O)c1c(O)c2cccc3c2n(c1=O)CCC3	0.0	0	0	99	-6	-3	3	16	1.1	-8
O=C(NCc1ccc(F)cc1)c1cc(S(=O)(=O)N2CCCCC2)ccc1N1CCOCC1	0.1	1	-6	100	-1	0	-11	9	0.0	-1
CCCCOC(=O)CN1C(=O)c2ccc(C(=O)OCCCC)cc2C1=O	0.3	-1	0	109	6	2	-6	13	-0.1	8
CC1Oc2ccccc2N(CC(=O)N2CCCCCC2)C1=O (configuration not stated)	0.2	1	-4	96	-6	-9	5	4	0.4	-1
CCn1cc(S(=O)(=O)CC(=O)Nc2ccc(OC)cc2)c2ccccc21	-0.3	2	2	104	-9	-13	7	0	-0.2	/
CS(=O)(=O)c1ccccc1-c1nc(-c2ccc([N+](=O)[O-])cc2)no1	0.7	1	7	99	4	-1	9	-3	-0.2	1
COC(=O)c1cc(S(=O)(=O)Nc2ccsc2C(=O)OC)oc1C	0.0	0	-9	95	0	-15	5	12	-0.9	10
C=C(C)C(=O)Nc1cccc(C2=NOC3(C2)C[C@@H](C(N)=O)N(C(=O)c2cc([N+](=O)[O-])cc([N+](=O)[O-])c2C)C3)c1 (some centres not stated)	-0.3	3	-6	101	7	-6	-5	9	-0.8	0

Part of the list above, bar-delimited:
Structure | aDG glyco up | N-glyco inh | TLR9-MyD88 inh | ABCB6 inh MLPCN | Exocytosis inh | NOD2-RIPK2 inh | ABHD5-PLIN5 inh | MC4R antag cAMP | MC4R ag barr | Vif inh
CS(=O)(=O)c1ccccc1-c1nc(-c2ccc([N+](=O)[O-])cc2)no1 | 0.7 | 1 | 7 | 99 | 4 | -1 | 9 | -3 | -0.2 | 1
COC(=O)c1cc(S(=O)(=O)Nc2ccsc2C(=O)OC)oc1C | 0.0 | 0 | -9 | 95 | 0 | -15 | 5 | 12 | -0.9 | 10

Back to the main list with the two entries that preceded the break.
SMILES	aDG glyco up	N-glyco inh	TLR9-MyD88 inh	ABCB6 inh MLPCN	Exocytosis inh	NOD2-RIPK2 inh	ABHD5-PLIN5 inh	MC4R antag cAMP	MC4R ag barr	Vif inh
COC(=O)c1cc(S(=O)(=O)Nc2ccsc2C(=O)OC)oc1C	0.0	0	-9	95	0	-15	5	12	-0.9	10
C=C(C)C(=O)Nc1cccc(C2=NOC3(C2)C[C@@H](C(N)=O)N(C(=O)c2cc([N+](=O)[O-])cc([N+](=O)[O-])c2C)C3)c1 (some centres not stated)	-0.3	3	-6	101	7	-6	-5	9	-0.8	0
Cc1ccccc1OCC(=O)N/N=C/c1cn(C)c2ccccc12	0.2	2	3	91	-4	-5	-4	4	1.5	-1
CCS(=O)(=O)N1CCCC(C(=O)N2CCc3ccccc3C2)C1 (configuration not stated)	-0.1	-2	-4	108	2	-2	-3	5	-0.6	-3
COc1ccc(C(=O)C2CCCN(Cc3cn(C)nc3-c3ccccc3)C2)cc1F (configuration not stated)	-0.3	0	8	106	-2	5	4	8	-1.1	-2
COc1ccc(-c2nn(C)c(=O)c3ccccc23)cc1CNC(=O)c1ccco1	0.0	3	-14	98	-2	4	2	12	0.0	6
Cc1c(-n2c(-c3ccccc3Cl)n[nH]c2=S)c(=O)n(-c2ccccc2)n1C	-0.1	0	1	102	1	-8	-1	9	-3.8	-2
Cc1ccc(N(Cc2ccc(C(=O)Nc3c(C)n(C)n(-c4ccccc4)c3=O)cc2)S(C)(=O)=O)cc1C	-0.2	0	3	97	-2	-7	1	17	0.1	-3
C=CCn1c(SCC(=O)c2[nH]c(C)c(C(=O)OCC)c2C)nc2scc(-c3ccc(OC)cc3)c2c1=O	-0.5	-4	6	98	4	-1	0	-2	-1.5	2
CCC(=O)N1CCC1(C)C(=O)Nc1cnc2ccccc2c1 (configuration not stated)	-0.2	0	/	104	-2	-13	-4	6	1.4	-7
CCCCOC(=O)Nc1ccc(C(=O)OC)cc1	0.2	-1	-8	84	0	-5	-3	6	0.3	-4
O=C(COc1ccccc1C(=O)Nc1ccccc1)NCCc1ccccc1	-0.1	6	0	100	-4	-4	0	4	-0.7	2
COCCCNC(=O)c1cc(C(=O)Cc2ccccc2)c[nH]1	-0.3	0	-1	97	-9	-6	-4	3	-3.8	10
COc1ccc(C(=O)Oc2ccc[nH]c2=O)cc1	1.4	0	-3	99	3	-29	2	-7	1.7	-1
c1ccc(-c2nn3c(C4CCCCC4)nnc3s2)nc1	-0.3	0	-4	103	1	-9	8	14	-1.3	7
CC(C)c1ccc(NC(=O)CCCN2C(=S)NC(C)(C)CC2C)cc1 (configuration not stated)	3.2	2	2	90	2	-8	0	-4	1.4	10
Cc1ccc(NC(=O)C2OCCc3ccccc32)cc1C (configuration not stated)	0.1	-3	-6	99	1	-1	-7	4	-1.7	-5
O=C(Nc1ccc(F)cc1)C(c1ccncc1)N1CCN(C(=O)c2ccco2)CC1 (configuration not stated)	0.3	/	/	/	-13	-18	-9	/	/	/
CCCCNC(=O)Nc1nnc(-c2ccc(Cl)cc2)o1	-0.1	1	1	107	-2	-6	-5	5	0.2	4
CC1=C(C(=O)Nc2ccc(Cl)cc2)C(c2ccncc2)C(C#N)=C(SCC(N)=O)N1 (configuration not stated)	0.3	0	-6	99	-4	-2	-5	-4	-1.7	5
CC(C)(C)OC(=O)N(Cc1ccccc1)Cc1cccc(OCc2cccc(NC(=O)c3ccccc3)c2)c1	-0.1	-7	-5	91	0	1	-11	11	-0.1	/
Cc1ccc(F)cc1C(=O)N1CCCC(c2cc(C(=O)NCc3ccccc3)no2)C1 (configuration not stated)	0.3	-2	/	95	-7	-4	-4	-2	0.9	-14

In the list so far, these have an aryl methoxy group.
SMILES	aDG glyco up	N-glyco inh	TLR9-MyD88 inh	ABCB6 inh MLPCN	Exocytosis inh	NOD2-RIPK2 inh	ABHD5-PLIN5 inh	MC4R antag cAMP	MC4R ag barr	Vif inh
CCn1cc(S(=O)(=O)CC(=O)Nc2ccc(OC)cc2)c2ccccc21	-0.3	2	2	104	-9	-13	7	0	-0.2	/
COc1ccc(C(=O)C2CCCN(Cc3cn(C)nc3-c3ccccc3)C2)cc1F (configuration not stated)	-0.3	0	8	106	-2	5	4	8	-1.1	-2
COc1ccc(-c2nn(C)c(=O)c3ccccc23)cc1CNC(=O)c1ccco1	0.0	3	-14	98	-2	4	2	12	0.0	6
C=CCn1c(SCC(=O)c2[nH]c(C)c(C(=O)OCC)c2C)nc2scc(-c3ccc(OC)cc3)c2c1=O	-0.5	-4	6	98	4	-1	0	-2	-1.5	2
COc1ccc(C(=O)Oc2ccc[nH]c2=O)cc1	1.4	0	-3	99	3	-29	2	-7	1.7	-1

Next section
SMILES	aDG glyco up	N-glyco inh	TLR9-MyD88 inh	ABCB6 inh MLPCN	Exocytosis inh	NOD2-RIPK2 inh	ABHD5-PLIN5 inh	MC4R antag cAMP	MC4R ag barr	Vif inh
Fc1ccc(-c2csc3nnc(SCc4cccnc4)n23)cc1	0.2	0	-7	104	0	-13	0	13	-1.0	/
CC(=O)Nc1ccc(NC(=O)CSc2ccc3nnc(-c4ccccn4)n3n2)cc1	-0.1	2	-1	96	-3	9	-2	-4	-3.7	5
CCC(Sc1nc2ccc(N)cc2s1)C(=O)Nc1nccs1 (configuration not stated)	0.0	1	-1	100	11	-6	-7	3	-1.2	-16
COc1cc(C)ccc1OCCCOc1ccccc1Cl	0.0	-4	2	109	-3	-6	-8	-9	0.4	30
CCOC(=O)C1CC(=O)c2cc(OC)c(OC)cc2C1 (configuration not stated)	0.0	1	-5	100	22	-9	0	1	-1.4	-12
Cc1csc(N(C(=O)c2ccccc2F)c2ccccc2)n1	0.3	0	-7	97	3	11	-3	8	-2.9	-2
Cc1noc2ncnc(N3CCCCC3)c12	0.4	0	-7	98	1	-6	-1	4	-4.5	1
N#Cc1ccc(-c2csc(NNC(=O)c3ccccc3)n2)cc1	-0.1	1	0	102	-8	0	-9	2	0.0	1
CCOc1ccc(S(=O)(=O)N2CCC(C(=O)NCc3ccccn3)CC2)cc1	-0.1	2	-6	97	4	-5	3	8	-1.1	1
COCCCNC(=O)CN(CCc1ccccc1)S(=O)(=O)c1ccc(C)cc1	0.6	1	-8	92	-1	10	0	0	-0.7	23
Cc1ccc(S(=O)(=O)N2[C@@H](c3ccc(Cl)cc3)C(C(=O)O)=C[C@H]2C(C)(C)C)cc1	0.1	-1	0	102	0	-5	-3	-4	0.0	3
Cc1ccc(C)c(N2CCN(C(=O)CCc3nc4ccccc4[nH]3)CC2)c1	0.2	3	2	99	-13	13	3	0	-0.2	/
O=C(NCCCN1CCCCCC1)C1CC(=O)N(C2CCCC2)C1 (configuration not stated)	-0.3	-1	5	105	-2	-10	7	4	-0.1	16
O=c1/c(=C/c2ccco2)sc2n1CN(c1ccccc1)CN=2	-0.1	0	-2	99	7	-5	5	-16	-1.1	9
Nc1cc(C(=O)O)ccc1Nc1ccccc1	-0.1	5	-1	101	-4	-9	9	7	1.3	11
Cc1cccc(OCC(=O)N(C)CC(=O)Nc2cccc(F)c2)c1C	0.2	7	14	99	5	14	8	3	-0.1	-3
Cc1cc(C)cc(OCC(=O)O/N=C(\N)Cc2ccc([N+](=O)[O-])cc2)c1	0.0	-1	/	98	-3	-2	-10	4	1.0	7
O=C(OCCCOC(=O)c1ccc(Br)o1)c1ccc(Br)o1	0.2	2	-3	98	-2	-2	-2	1	-3.4	-14
Cc1c(Cl)ccc2c1NC(=O)[C@]21N[C@@H](Cc2ccccc2)[C@H]2C(=O)N(c3ccc(F)cc3)C(=O)[C@H]21	2.8	-2	0	97	2	6	-1	14	2.4	-4
CC(=O)Nc1nnc(SCC(=O)Nc2nc(C)cs2)s1	-0.1	1	4	97	-2	3	4	-1	-3.3	-1
COc1ccc(C(=O)NC(=S)NCc2ccco2)cc1OC	0.1	0	3	106	-2	-5	2	0	0.3	17
O=C(NCc1ccccc1)C(c1cccnc1)N(C(=O)c1csnn1)c1ccc(F)cc1 (configuration not stated)	-0.1	0	2	95	12	-1	-1	18	-2.1	10

These rows are one share of the data; the hit share may differ from the screen's.
